# E-sel TNF inh = TNF alpha driven E-selectin expression inhibition; HUVEC TNFa-induced E-selectin immunofluorescence, high content; inhibition, % at 2 µM; 120,000 tested, 0.71% active; AID 1246;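 active means inhibition above the batch mean plus 3 SD, and confirmed as a hit on visual image review, cut at about 43% in these data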;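 further: 0% = TNF-stimulated DMSO wells and 100% = unstimulated control wells; not every result past the cut was called active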
# Numbers without * were called inactive.
SMILES,E-sel TNF inh
CN(C)S(=O)(=O)c1ccc(Cl)c(C(=O)Nc2nc3ccccc3[nH]2)c1,2
CCN(c1ccccc1)S(=O)(=O)c1ccc(Cl)c(NC(=O)COC(=O)C2CC2C)c1 (centres undefined),-13
CCc1ccc(CNC(=O)CCc2nnc(CCc3ccc(OC)cc3)o2)nc1,-21
O=C(CN1CCCCC1CO)c1ccc(OC(F)F)cc1 (centres undefined),8
O=Cc1cn(Cc2ccccc2)nc1-c1cccnc1,-28
CC(C)(C)NC(=O)C(c1ccncc1)N(C(=O)Cn1nnc(-c2ccc(F)cc2)n1)c1ccccc1F (centres undefined),-6
CCC(C)NC(=O)Cc1ccc(-c2ccccc2)cc1 (centres undefined),-6
O=C(Nc1ccc2[nH]c(=O)[nH]c2c1)C(F)(F)F,-21
Cc1ccc(C(CC(=O)c2ccc(Cl)cc2)C(=O)O)cc1 (centres undefined),0
O=C(NCc1ccco1)C(=O)c1cn(CC(=O)N2CCCC2)c2ccccc12,-2
CSc1nc(=O)n2cc(C)ccc2n1,64*
O=S(=O)(Cc1cc(Cl)nc(-c2ccncc2)n1)c1ccccc1,1
CCOC(=O)C1(CCOC)CCN(C(=O)c2ccccc2-c2cccc(C)c2)CC1,8
CN1C(=O)/C(=C/C=C2\SCCN2C)N(C)C1=S,25
CCOc1ccc(N2CC(C(=O)Nc3cccc(S(=O)(=O)N4CCCCC4)c3)CC2=O)cc1 (centres undefined),-10
COc1cccc2cc(C(C)N(CCCN3CCOCC3)C(=S)Nc3ccc(C)cc3)oc12 (centres undefined),46
CCCCn1c(=O)[nH]c(=O)c2c1nc(-c1ccc(CC)c([N+](=O)[O-])c1)n2C,-3
COc1ccc(-n2c(COc3ccc4c(c3)OCO4)nnc2SCC(=O)O)cc1,-1
CCOc1cc(N2CCOCC2)c(OCC)cc1NC(=O)c1cccc(N(C)C)c1,-27
CN(Cc1nc(Cc2ccccc2F)no1)Cc1cccc2ncccc12,2

# Ordered by number of heavy atoms (largest number first): part of the list above
SMILES,E-sel TNF inh
CC(C)(C)NC(=O)C(c1ccncc1)N(C(=O)Cn1nnc(-c2ccc(F)cc2)n1)c1ccccc1F (centres undefined),-6
CCOc1ccc(N2CC(C(=O)Nc3cccc(S(=O)(=O)N4CCCCC4)c3)CC2=O)cc1 (centres undefined),-10
CCOC(=O)C1(CCOC)CCN(C(=O)c2ccccc2-c2cccc(C)c2)CC1,8
COc1ccc(-n2c(COc3ccc4c(c3)OCO4)nnc2SCC(=O)O)cc1,-1
O=C(NCc1ccco1)C(=O)c1cn(CC(=O)N2CCCC2)c2ccccc12,-2
CCCCn1c(=O)[nH]c(=O)c2c1nc(-c1ccc(CC)c([N+](=O)[O-])c1)n2C,-3
CN(C)S(=O)(=O)c1ccc(Cl)c(C(=O)Nc2nc3ccccc3[nH]2)c1,2
O=S(=O)(Cc1cc(Cl)nc(-c2ccncc2)n1)c1ccccc1,1
O=C(CN1CCCCC1CO)c1ccc(OC(F)F)cc1 (centres undefined),8
CCC(C)NC(=O)Cc1ccc(-c2ccccc2)cc1 (centres undefined),-6
O=C(Nc1ccc2[nH]c(=O)[nH]c2c1)C(F)(F)F,-21
CSc1nc(=O)n2cc(C)ccc2n1,64*

# The list continues:
SMILES,E-sel TNF inh
CCOc1ccc(OCC)c(NC(=O)C2CCN(S(=O)(=O)c3c(C)[nH]c(=O)[nH]c3=O)CC2)c1,-17
Cc1ccc(-n2c3c(cc(C(=O)NCc4ccco4)c2=O)C(=O)CCC3)cc1,-1
O=C(O)c1cc2n(n1)CCN(Cc1ccccc1Cl)C2=O,-41
CCOCCCNC(=O)C(Cc1ccccc1)NS(=O)(=O)c1ccc2c(c1)c(=O)n(C)c(=O)n2C (centres undefined),-4
COc1cc(C(=O)OCC(C)=O)cc(NC(=O)c2ccco2)c1OC,-19
CCOC(=O)CCCC(=O)N1CCOCCOCCN(C(=O)CCCC(=O)OCC)CCOCCOCC1,-12
O=C(c1ccc2c3c(cccc13)CC2)C1CCCN(C(=O)c2cc[n+]([O-])cc2)C1 (centres undefined),-39
O=C(NNC1CC(=O)N(c2ccc(Cl)cc2)C1=O)c1ccccn1 (centres undefined),10
CC1(C)CN(c2ccc(CC#N)cc2)C1=O,10
O=C(c1ccc(C(F)(F)F)cc1)C1CCCN(C(=O)CCc2cnccn2)C1 (centres undefined),21
N/C(=N\OC(=O)c1ccc([N+](=O)[O-])cc1)c1ccccn1,11
Cc1cccc(NC(=O)CSc2nnc(NC(=O)c3ccco3)s2)c1,14
C/C(=N\NC(=O)c1ccc([N+](=O)[O-])cc1)c1c(O)cc(C)oc1=O,18
CO/N=C/c1ccc(N2CCOCC2)c([N+](=O)[O-])c1,-4
COc1ccc(CCC(=O)NNC(=S)NCc2ccc(F)cc2)cc1,-15
CC(C)(C)NC(=O)C(c1ccncc1)N(C(=O)Cn1nnc(-c2ccc(F)cc2)n1)c1ccc(F)cc1 (centres undefined),19
CCC(=O)OCn1nnc2ccccc2c1=O,-2
C=CCN1C=CC=C/C1=C1\SC(=S)N(C)C1=O,-9
Cc1cnccc1CN(C)Cc1cn(C)nc1-c1ccc(Oc2ccccc2)cc1,-21
CCOC(=O)CSc1nc2cc(C(=O)N3CCC(C(N)=O)CC3)ccc2c(=O)n1C1CCCCC1,-6
Cc1ccc(NC(=O)CSc2n[nH]c(-c3ccco3)n2)c(C)c1,4
Cc1ccccc1NC(=O)COC(=O)C1(C)CC1(Cl)Cl (centres undefined),-22
CCOc1ccc(NC(=O)Nc2ccc(NC(C)=O)cc2)cc1,6
C=C(C)CNC(=O)c1ccc(OC2CCN(S(=O)(=O)N(C)C)CC2)cc1,-7
O=C(c1cc(S(=O)(=O)N2CCCCC2)ccc1N1CCOCC1)N1CCN(Cc2ccccc2)CC1,5
Cc1nc(SCc2ccccc2F)c2cnn(-c3ccccc3)c2n1,6
COc1ccc(OCC(=O)Nc2ccc(N3CCN(C(=O)c4ccccc4C)CC3)cc2)cc1,9
COC(=O)CN1C2=NCCCN2c2ccccc21,-26
Cc1ccc(NC(=O)Cn2nc(-c3ccccc3Cl)ccc2=O)c(Br)c1,-11
COC(OC)c1ccnc(-c2ccc(OC(C)=O)cc2)n1,-29
CCOc1ccccc1N1CC(C(=O)Nc2ccc3c(c2)OCCO3)CC1=O (centres undefined),35
CSCCC(NS(=O)(=O)c1c(Cl)cccc1Cl)C(=O)O (centres undefined),-20
COCCn1c(N)c(N(Cc2ccccc2)C(=O)C2CCCC2)c(=O)[nH]c1=O,-19
COC(=O)c1cn(C)c2ccc(S(=O)(=O)N3CCOCC3)cc2c1=O,-22
NS(=O)(=O)c1ccc(CCNC(=O)CN2CCCCCC2)cc1,-11
COCCCNC(=O)CN(CCc1ccccc1)S(=O)(=O)c1ccc(OC)cc1,-20
CN(C)CCNC(=O)c1cc2sc3ccccc3c2s1,-17
COc1ccc(NS(=O)(=O)c2ccc(NC(=S)NC(=O)c3cccnc3)cc2)nn1,-21
Cc1oc(-c2ccccc2Cl)nc1CN(Cc1ccccn1)C[C@@H]1CCC(=O)N1,-16
O=C(CSc1nnc2ccccn12)Nc1ccccc1C(=O)O,8
COc1cccc(NC(=O)c2cc([N+](=O)[O-])ccc2N2CCN(C)CC2)c1,-12
COc1ccccc1CCNC(=O)c1cc(-c2ccncc2)nc2ccc(Br)cc12,-45
CC(=O)Nc1ccc2c(c1)N(C(C)=O)c1ccccc1CC2,7
Cc1ccc(S(=O)(=O)NCCc2nnc3ccc(NCCCOC(C)C)nn23)cc1,-22
CCN(CC)CCN(CC(=O)N(C1CCCCC1)C1CCCCC1)C(=O)c1ccco1,5
CC(Sc1nc2c([nH]c3ccccc32)c(=O)n1C)c1ccccc1 (centres undefined),-23
CCCC1NC(=S)NC(C)=C1C(C)=O (centres undefined),3
CC1CCCC(C)N1C(=O)Cn1cc(C#N)c2ccccc21 (centres undefined),-19
CCc1ccc(NC(=S)NC2CC3CCCC(C2)N3Cc2ccccc2)cc1 (centres undefined),-30
O=C(NC(=S)Nc1ccc(C(F)(F)F)cc1)c1csnn1,-69
Cc1cc(NC(=O)CCl)n(-c2nc3ccccc3s2)n1,6
O=c1cc(CN2CCN(c3ccccn3)CC2)nc2sccn12,-46
Cc1ccc(C)c(OCCSc2nnc(C)c(=O)[nH]2)c1,56
Cc1ccsc1CN1CC(=O)N(c2c(C)cccc2C)C1=S,17
CCCNC(=O)NC(=O)CSc1nc(C)cs1,-2
O=C(O)Cn1c2ccccc2c2ccccc21,-8
Cc1cccc(N2NC(=O)/C(=C/c3ccc(-c4ccc(Cl)c(C(=O)O)c4)o3)C2=O)c1,-9
Cc1ccn(-c2cc(O)c(-n3ccc(C)n3)cc2O)n1,13
CC(C)(C)c1ccc(C(=O)Nc2ccc(NC(=O)C(=O)O)cc2)o1,3
CN(C(=O)CCc1nnc(CCCCc2ccccc2)o1)C1CCOCC1,-9

# Continuation.
SMILES,E-sel TNF inh
CC1CCCC/C1=N\NC(=S)NCCc1ccccc1 (centres undefined),-9
CCOC(=O)c1ccc(N2CCN(C(C)=O)CC2)c(NC(=O)c2cccnc2)c1,2
CC1CCN(CCCn2c(SCC(=O)Nc3ccccc3Cl)nc3ccccc3c2=O)CC1,-5
COc1ccccc1C(=O)NCc1n[nH]c(=S)n1Cc1ccccc1,14
COc1ccc(S(=O)(=O)N2CCCCC2)cc1NC(=O)C1CCCO1 (centres undefined),10
CC(=O)Nc1nnc(SCc2ccc(C(=O)Nc3ccccc3F)cc2)s1,-16
Nn1c(SCC(=O)N2CCOCC2)nnc1C1CC1,21
CN(C)/C=C/C(=O)c1cnc(-c2ccccc2Cl)s1,-29
Cc1nc(C)c(/C(O)=C/c2nc3ccc([N+](=O)[O-])cc3oc2=O)o1,10
O=C(NC(=S)Nc1cccc(NC(=S)NC(=O)c2ccco2)n1)c1ccco1,-11
CCn1cc(C(=O)N2CCN(c3ccc(OC)cc3)CC2)c(=O)c2cc(S(=O)(=O)N3CCCCC3)ccc21,-43
CCN1CCN(CCNC(=O)c2ccc3c(c2)N(Cc2ccc(F)cc2)C(=O)/C(=C/c2ccccc2)S3)CC1,3
O=c1c2ccccc2nc2c3ccccc3c(Cl)nn12,6
O=C(COC(=O)c1n[nH]c2ccccc12)c1cc(F)ccc1F,-18
CCCCOc1ccc(C(=O)Nc2ccc3c(c2)OCO3)cc1,10
O=C(NC(c1ccccc1)c1ccccc1)C1CCCO1 (centres undefined),19
Cc1cccc(Cn2c(C)nc3c(N)c(C)c(C)cc32)c1,18
CC(C)C(=O)Nc1cccc(C(=O)Nc2cc([N+](=O)[O-])ccc2F)c1,7
COc1ccc(C(=O)Nc2ncc(C)s2)cc1S(=O)(=O)N1CCCC1,51
CC(=O)c1cccc(NC(=O)COC(=O)c2ccc3c(c2)OCCO3)c1,-2

# Some of the entries so far, as labelled records.
O=C(NC(c1ccccc1)c1ccccc1)C1CCCO1 (centres undefined)
  E-sel TNF inh: 19

CCCCOc1ccc(C(=O)Nc2ccc3c(c2)OCO3)cc1
  E-sel TNF inh: 10

# Additional entries follow:
SMILES,E-sel TNF inh
CCC(=O)c1ccccc1OCCN1CCN(Cc2ccccc2)CC1,18
CC(=O)c1ccc(N2CCN(C(=O)c3cc(-c4cccnc4)nc4ccc(Br)cc34)CC2)cc1,-23
CC(=O)c1cc(-c2ccccc2)n(CC(=O)N2CCCC2)c1C,2
COc1ccc(C(=O)COC(=O)c2cccnc2Cl)c(OC)c1,-1
COc1cc(C(=O)NC(CCSC)C(=O)OCC(=O)NC(=O)C2CCCCC2)cc(OC)c1OC (centres undefined),-8
Cc1ccc2nc(NC(=O)C3CCCN3C(=O)OC(C)(C)C)sc2c1 (centres undefined),3
COCC(=O)Nc1nnc(-c2ccc(C(C)(C)C)cc2)s1,-63
COc1ccc(CCNC(=O)CSc2nc3[nH]ncc3c(=O)n2-c2ccccc2Br)cc1OC,22
COc1ccc(OCC(=O)Nc2ccccc2Cl)cc1,6
O=C(Nc1cccnc1)c1cccc(S(=O)(=O)N2CCCC2)c1,-14
CCNC(=S)N/N=C(\C)c1cccc(C(F)(F)F)c1,12
O=C(CS(=O)(=O)Cc1ccccc1)Nc1ccc2c(c1)OCO2,-2
Cc1c(NC(=O)c2ccc(N(Cc3ccccc3)S(C)(=O)=O)cc2)c(=O)n(-c2ccccc2)n1C,-36
COC(=O)c1ccc(NC(=O)CSc2nc(=O)cc(N)n2-c2ccccc2)cc1,-52
Cc1nn(-c2ccccc2)c(Cl)c1/C=N/Nc1nnc(C)c(=O)[nH]1,-8
C=CCNC(=O)c1ccccc1NC(=O)c1ccccc1SC,-1
CCn1ccnc1CNCc1cn(-c2cc(C)ccc2C)nc1-c1ccccc1,-7
COc1ccc(C2Nc3ccccc3C(=O)N2NS(C)(=O)=O)cc1OC (centres undefined),-7
COc1ccc(NC(=S)N(Cc2ccc(C)cc2)Cc2ccccn2)cc1,-11
CSc1nc2c(cnn2-c2ccccc2)c(=O)n1N,-56
CCN(CC)S(=O)(=O)c1ccc(NS(=O)(=O)c2cccs2)cc1,4
Cc1scc(C(=O)NNC(=O)CCC(=O)O)c1C,-6
CC(C)C(=O)Nc1cccc(C(=O)Nc2cc([N+](=O)[O-])ccc2Cl)c1,-81
CC(=O)c1cccc(S(=O)(=O)N2CCC(C(=O)O)CC2)c1,3
O=C(O)c1cnc(-c2ccccc2)nc1-c1ccccc1,-10
COc1cccc(-c2nn(-c3ccccc3)cc2CN2CCCO2)c1,10
CN(C)Cc1c(-c2ccc(Cl)cc2)nc2ccc(Cl)cn12,-23
COc1cccc(-c2ccc(SCC(=O)c3ccccc3)nn2)c1,-6
Cc1ccccc1-n1nc(SCC(=O)O)sc1=S,6
CCOCCCn1c(SCc2nc3sc(C(=O)O)c(C)c3c(=O)[nH]2)nnc1-c1ccc(Cl)cc1,19
COc1ccc(C(C#N)N2CCC(c3ccccc3)=N2)cc1OC (centres undefined),-17
O=C(NC1CCSC1=O)C1CCCCC1 (centres undefined),-10
COc1ccc(NC(=O)COC(=O)c2ccc([N+](=O)[O-])o2)cc1Cl,-13
Cc1ccc(N(CC(=O)NC2CCCC2)C(=O)c2ccc(C)s2)cc1,-53
Cc1ccc(C(=O)NNC(=O)CSc2nnc(CNc3ccc(F)cc3)n2C)cc1,-12
NC(=O)CS(=O)(=O)c1ccc(Cl)cc1,-8

# The list is partial; count on the stated rates, not on these rows.
